Screens from PubChem BioAssay.
TNAP activation fold – stimulation of alkaline phosphatase TNAP activity – biochemical, luminescent, no phosphate acceptor, uHTS, primary screen (AID 1001); 0.03% of 200,000 active; purified TNAP, luminescent activation assay, no phosphate acceptor; higher activation fold means a stronger effect; activation fold at 20 µM; hits with a dose series show EC50 in µM; in the data active means activation fold from about 3, or a potency from the dose series; inactive means the rest, 99 in 100 with activation fold below about 1.6; further: many of its hits are not listed in these tables
Myeloid diff MLP – compounds promoting myeloid differentiation. ER-HoxA9 myeloid progenitors, lysozyme-GFP differentiation, flow cytometry. calls only at 10 µM. 1% of 360,000 active;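 active means normalized GFP-positive differentiation at or above the plate's own cutoff, the solvent-only control mean plus 3 SD; inconclusive means no clear call, values can overlap the other calls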;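 further: cells exposed to compound for four days before flow analysis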
ER stress rescue – protection against thapsigargin-triggered cell killing – 384-well, CSM14.1, ATP luminescence, primary screen (AID 1222). CSM14.1 thapsigargin-induced death rescue, ATP luminescence; higher % means a stronger effect. cellular ATP content (survival), % at 20 µM, or EC50 in µM where a hit was titrated. 190,000 tested, under 10 active;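 active means EC50 below 50 µM in the dose-response confirmation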;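 further: death triggered by thapsigargin at about 15 µM added after 2 h compound pretreatment; cell ATP read after overnight thapsigargin exposure of roughly 18 to 22 hours; normalized against plate controls of thapsigargin alone and 5% DMSO vehicle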
human PMI inhibitors – human PMI inhibitors, high substrate, primary screen, biochemical, fluorescence intensity, high mannose 6-phosphate (AID 1220). recombinant PMI enzyme, coupled fluorescence intensity; higher % means a stronger effect. one-dose inhibition, % at 20 µM; IC50 in µM for titrated hits. 0.66% of 190,000 active
UTI89 phage lysis – protection from phage-mediated lysis, alamar blue read-out – E. coli UTI89, K1F phage, bacterial capsule biogenesis inhibitors (AID 488966). E. coli UTI89 K1F phage lysis, alamar blue, 2 h; higher % means a stronger effect. inhibition, % at 100 µM; hits with a dose series show IC50 in µM. 0.02% of 340,000 active;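 active means phage lysis inhibition, versus mean bacterial control, above a set limit; inconclusive means no clear call, values can overlap the other calls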;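 further: capsule biogenesis inhibitors block K1F phage lysis so surviving cells raise fluorescence; higher fluorescence means more inhibition of phage lysis; actives were called in the ten point dose series up to 300 µM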
PMI inhibitors – MPI enzyme activity inhibition – biochemical, fluorescence intensity, coupled assay, primary screen (AID 1209). purified PMI enzyme, coupled fluorescence intensity; higher % means a stronger effect. 0.42% of 190,000 active. inhibition, % at 20 µM, or IC50 in µM where a hit was titrated;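 further: plate controls were DMSO vehicle for no effect and wells lacking substrate for full effect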
M1AAP inhibition – malaria alanyl aminopeptidase activity blockers – biochemical, fluorogenic H-Leu-NHMec substrate, 1536-well (AID 1445); recombinant M1AAP, H-Leu-NHMec fluorogenic kinetic assay; higher % means a stronger effect; one-dose inhibition, % at 30 µM; IC50 in µM for titrated hits; 0.42% of 220,000 active;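 active means primary inhibition above the hit cutoff, then over 50% inhibition at one or more dose response concentrations, cut at about 23% in these data, passing the limit was not always enough; inconclusive means conflicting primary data, or primary hits not chosen for dose response; inactive means low primary inhibition, or under 50% at every dose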;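 further: plate controls were DMSO full reaction for no effect and no enzyme background for full effect; strong numbers were not always called active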
WT yeast gro inh – growth inhibition of WT yeast, mitochondrial fusion screen | AID 1362 | inhibition, % at 10 µM | mitochondrial fusion phenotypic screen, WT strain | 2.1% of 190,000 active; in the data active means inhibition above about 58%; tested in S. cerevisiae
Hep lipid drop – modulators of hepatic lipid droplet formation; AID 1656; inhibition, % at 6.5 µM; 0.4% of 240,000 active; AML12 mouse hepatocytes, oleate lipid droplets, BODIPY imaging;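 active means lipid droplet intensity inhibited by at least 50%, with more than 500 cells counted; inconclusive means wells with under 300 cells, treated as cytotoxic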
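Material – mouse AML12 hepatocyte cell line, fixed after treatment · Compound dosing – one dose, 6.5 µM compound · Times – compound with oleate, overnight · Measured by – Image-based BODIPY and DAPI two-channel analysis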
WT yeast gro inh mutant strain – recorded beside WT yeast gro inh, whose call it bears; inhibition, %; mitochondrial fusion phenotypic screen, mutant strain inhibition
Hep lipid drop cells 6.5 µM – second read-out of Hep lipid drop, no call of its own (marks repeat the call); cell count; measured here: cell count, cytotoxicity flag;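 cells counted across two imaged fields per well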
Myeloid diff MLP GFP+ MAC1+ % – also measured in Myeloid diff MLP; calls as there; GFP+ MAC1+ double positive, %; measured here: differentiation confirmed by MAC1 staining
* hit, by the source's call; i = inactive; ? = inconclusive; nt = not tested or not shown; + = active, no number; & = joins results of further samples; [ ] = another dose, or the depositor's remark. Unless noted, no stated cut-off is given here; in the data, active means inhibition above about 50%; inactive means the rest. This is a random part of the collection; any-hit rate near 4.6%.

SMILES	TNAP activation fold	Myeloid diff MLP	Myeloid diff MLP GFP+ MAC1+ %	ER stress rescue	human PMI inhibitors	UTI89 phage lysis	PMI inhibitors	M1AAP inhibition	WT yeast gro inh	WT yeast gro inh mutant strain	Hep lipid drop	Hep lipid drop cells 6.5 µM
O=C(OCC#CCSc1nnc(-c2ccncc2)o1)c1sc2ccccc2c1Cl	1	i	1.0	-1.9%	0%	-0.2%	-4%	5%	21	27	-6	726
C=CCNCCCCOc1c(Cl)cc(C)cc1Br	1.1	i	0.7	-7.2%	-7%	0.3%	-2%	-1%	7	-2	nt	nt
COc1cc2nc(CN3CCOCC3)n(CC(=O)NCC(F)(F)F)c(=O)c2cc1OC	nt	i	0.3	nt	nt	0.2%	nt	0%	nt	nt	0	689
Cc1ccc(C(=O)Oc2cccnc2)cc1[N+](=O)[O-]	1.1	i	0.8	-0.9%	4%	0.2%	4%	-1%	1	-2	32	671
Oc1ccc2ccc3[nH]cnc3c2c1	nt	i	0.7	nt	nt	0.1%	nt	15%	nt	nt	-8	695
COCCN(C(=O)CNC(=O)c1ccco1)C(C(=O)NC1CCCCC1)c1cccc(OC)c1 (stereo unspecified)	1.2	i	1.4	nt	11%	0.4%	8%	16%	-8	-20	2	670
CC(C)CC(NC(=O)C(COCc1ccccc1)NC(=O)OC(C)(C)C)C(=O)NN (stereo unspecified)	1.1	i	0.4	-7.8%	-6%	-1.7%	-1%	81µM*	6	-4	13	659
CCC(C)(C)NC(=O)C(c1ccc(OC)cc1)N(CCOC)C(=O)CCC(=O)Nc1nccs1 (stereo unspecified)	1.1	i	0.2	0.2%	-8%	-0.1%	-5%	5%	-9	-16	-2	546
O=C(NCc1cccc(C(F)(F)F)c1)C1CC(c2cccc(F)c2)=NO1 (stereo unspecified)	nt	i	1.7	nt	nt	1.9%	nt	-1%	nt	nt	10	666
O=S(=O)(Nc1ccccn1)c1cccs1	1.1	i	0.8	-0.6%	-4%	0.1%	-2%	0%	-5	-14	5	661
CC(C)(C)c1nn2cnnc2n(/N=C/c2ccc(O)cc2)c1=O	1	i	0.3	7.7%	1%	0.0%	4%	11%	-21	20	-3	655
Cc1cccc(C)c1NC(=O)C1NC(=O)CC1c1ccccc1 (stereo unspecified)	1.1	i	2.3	0.2%	-4%	4.9%	-4%	4%	6	-3	nt	nt
COC(=O)c1sc(N)c(C(=O)OC)c1CSc1nnnn1C	1.1	i	0.7	1.6%	1%	0.6%	-7%	8%	nt	nt	nt	nt
Cc1ccc(NC(=S)N(CCCN2CCOCC2)Cc2cccs2)c(C)c1	1	i	0.3	-1.7%	-18%	1.5%[50 µM]	-6%	-5%	0	2	-13	636
Cc1ccc(C(=O)O)cc1S(=O)(=O)N1CCCC1	1.2	i	0.8	3.8%	-10%	0.2%	-8%	10%	-32	-26	nt	nt
O=C(Cc1ccccc1)N1CCC(C(=O)N2CCN(c3ccc(F)cc3)CC2)CC1	1.1	i	0.9	-0.7%	10%	-0.6%	9%	3%	17	1	nt	nt
Cn1c(=O)c2[nH]cnc2n(-c2ccccc2)c1=O	1.1	i	0.8	-0.6%	-1%	1.9%	8%	0%	21	11	12	693
COc1ccc(-n2nnnc2SCC(=O)Nc2ccc3c(c2)OCCO3)c(OC)c1	1.2	i	7.8	-1.1%	14%	-0.1%	6%	6%	-4	16	nt	nt
Cc1cccc(OCCn2nc(C(=O)O)c3ccccc3c2=O)c1	1.1	i	0.1	-2.6%	5%	-0.1%	7%	3%	-4	-12	6	838
O=C(c1cccc(C(=O)N2CCN(c3ccccc3F)CC2)c1)N1CCN(c2ccccc2F)CC1	1.1	i	1.7	-3.1%	-2%	0.0%	4%	-7%	24	8	-2	783
COc1ccc(C(=O)N[C@H](C(=O)Nc2ccc(OC)nc2)C(C)C)cc1	1.1	i	0.8	-0.1%	-2%	0.2%	5%	-4%	-12	-10	14	757
S=C(NCCc1ccccc1)N1CCN(C2CCCCC2)CC1	1.1	i	0.4	-0.4%	4%	0.2%	3%	-3%	3	21	3	670
COc1ccc(S(=O)(=O)Nc2cc(C)ccc2OC)cc1C	1	i	0.5	nt	-1%	4.7%	10%	-3%	2	21	-30	680
COc1ccc(-c2nnc(SCCc3ccccc3)n2N)cc1	1.1	i	1.7	1.3%	15%	-0.6%	19%	3%	6	3	-7	675
CCN(CCNC(=O)CN1CCN(Cc2ccc(Cl)cc2)C1=O)c1ccccc1	1.1	i	1.7	-4.2%	14%	-0.6%	19%	7%	22	24	-31	775

4 entries from above, sorted by their value in human PMI inhibitors, rising.
SMILES	human PMI inhibitors
Cc1ccc(NC(=S)N(CCCN2CCOCC2)Cc2cccs2)c(C)c1	-18%
O=C(c1cccc(C(=O)N2CCN(c3ccccc3F)CC2)c1)N1CCN(c2ccccc2F)CC1	-2%
Cc1cccc(OCCn2nc(C(=O)O)c3ccccc3c2=O)c1	5%
COCCN(C(=O)CNC(=O)c1ccco1)C(C(=O)NC1CCCCC1)c1cccc(OC)c1 (stereo unspecified)	11%

Single values from the entries so far:
Result for Cn1c(=O)c2[nH]cnc2n(-c2ccccc2)c1=O in M1AAP inhibition: 0%
Result for CCC(C)(C)NC(=O)C(c1ccc(OC)cc1)N(CCOC)C(=O)CCC(=O)Nc1nccs1 (stereo unspecified) in WT yeast gro inh: -9

Following part
SMILES	TNAP activation fold	Myeloid diff MLP	Myeloid diff MLP GFP+ MAC1+ %	ER stress rescue	human PMI inhibitors	UTI89 phage lysis	PMI inhibitors	M1AAP inhibition	WT yeast gro inh	WT yeast gro inh mutant strain	Hep lipid drop	Hep lipid drop cells 6.5 µM
Cc1ncoc1C(=O)NCCC(c1ccccc1)c1ccccc1	2.8	i	0.3	5.9%	2%	0.3%	-2%	-3%	3	-3	5	699
CCCCC(=O)NC(=S)NNC(=O)CC	1.2	i	0.0	-2.5%	13%	-14%	33%	3%	18	-10	10	752
COc1ccccc1C(=O)Nc1nc2cc3c(cc2s1)OCCO3	1.1	+	25*	-3.9%	2%	-0.7%	6%	10%	4	19	14	692
CCOc1ccc(NC(=O)CCN2C(=S)NC(C)(C)CC2C)cc1 (stereo unspecified)	1.1	i	0.6	-0.8%	-1%	0.3%	-8%	8%	-10	5	14	701
CC(C)(C)OC(=O)N/N=C/c1cccn1-c1ccc([N+](=O)[O-])cc1	nt	i	0.3	nt	nt	1.4%	nt	13%	nt	nt	1	664
COc1ccc(-c2nc(-c3cccc(C)c3)nc(Cl)c2C#N)cc1	1.2	nt	nt	0.7%	9%	nt	8%	-2%	-14	-1	nt	nt
Fc1ccc([C@@H]2CCNC[C@H]2COc2ccc3c(c2)OCO3)cc1	1	i	3.0&3.8&2.7	-4.7%	-5%	0.5%&-5.8%&-4.4%	-2%	-4%	33	11	-2	658
COc1ccc(CCn2c(-c3ccncc3)n[nH]c2=S)cc1OC	1	i	0.4	2.3%	-9%	-0.3%	-7%	-1%	2	-1	0	668
COc1ccc(OC)c(Nc2ncnc3c2cnn3-c2ccccc2)c1	1	i	1.6	nt	2%	4.0%	17%	1%	8	6	2	712
CC(/C=N/NC(=O)CCn1nnc2ccccc21)=C\c1ccccc1	1.1	i	1.2	0.1%	18%	0.1%	16%	0%	-2	6	-2	681
Clc1ccc(Nc2ncnc3ccc(Br)cc23)cc1	1.1	i	4.8	-1.5%	-2%	6.8%	18%	5%	61*	43*	nt	nt
CCOC(=O)c1cc([N+](=O)[O-])sc1NC(=O)c1ccc(S(=O)(=O)N2CC3(C)CC2CC(C)(C)C3)cc1 (stereo unspecified)	0.9	+	nt	-2.5%	12%	3.1%[50 µM]	10%	5%	4	4	0	647
O=C(NNc1cccc(Cl)n1)Nc1ccc(F)cc1	1.2	i	0.8	0.6%	1%	0.2%	-2%	4%	-10	6	-7	635
CSc1cccc(NC(=O)COc2cccc3ccccc23)c1	1.1	i	2.7	-1.8%	-5%	-1.2%	-3%	9%	nt	nt	2	776
CN(CC(=O)N1CCN(c2ccccc2F)CC1)S(=O)(=O)c1cnc[nH]1	0.9	i	7.4	-2.7%	-7%	0.2%	-9%	4%	7	20	10	782
Cc1nnc(NC(=O)Cc2cccs2)s1	1.1	i	1.9	-0.3%	-6%	1.1%[50 µM]	-8%	12%	-22	-14	nt	nt
Cc1cc(C)n(-c2nc(C(F)(F)F)nc3ccccc23)n1	1.1	i	0.4	0.2%	11%	-3.2%	3%	3%	7	9	-10	663
O=C(CC(NC(=O)c1ccccc1)c1ccccc1)Nc1ccc(F)c(F)c1 (stereo unspecified)	1.2	i	0.1	-0.9%	0%	-1.2%	4%	-2%	-35	9	13	714
Cc1nc(CN2CCCC2=NC#N)n(-c2ccccc2)n1	1	i	7.4	-0.8%	5%	-0.5%	-4%	5%	1	-4	nt	nt
Cc1ccc(S(=O)(=O)N(C)c2ccc(OCC(=O)Nc3nc4ccccc4s3)cc2)cc1	1.1	i	0.3	1.5%	4%	1.9%	18%	0%	12	2	?	nt
O=C(NNC(=O)C1CCN(Cc2cccc(F)c2)CC1)c1cccs1	1.1	i	0.4	-0.6%	4%	-0.2%	-7%	3%	2	-5	-2	728
NC(=O)c1ccccc1OCC(=O)O	1.1	i	0.9	1.1%	-13%	0.7%	0%	2%	-23	-4	nt	nt
CC(C)c1ccccc1NC(=O)COC(=O)COc1ccccc1[N+](=O)[O-]	1	i	0.3	-0.6%	-3%	0.2%	0%	-1%	14	7	16	677
COc1ccc(S(=O)(=O)NCc2ccco2)cc1N(C)S(=O)(=O)c1ccccc1	1.1	i	0.6	-0.4%	1%	0.2%	6%	3%	-2	-7	-11	652
Cc1ccc(-c2csc3nc[nH]c(=S)c23)cc1	1	i	0.1	-0.7%	-10%	2.2%	-5%	7%	1	46	12	708
COc1ccc(CNC(=O)C(C)N=C2NS(=O)(=O)c3ccccc32)cc1OC (stereo unspecified)	1.1	i	0.8	0.8%	12%	0.5%	16%	3%	-2	-10	-10	731
O=C(Nc1cccnc1)c1ccccc1O	1.1	i	0.8	-2.1%	-4%	0.1%	4%	6%	20	-3	20	793
